Screening results: PubChem BioAssay, National Center for Advancing Translational Sciences (NCATS)
Pol kappa inh = inhibitors of human DNA polymerase kappa; Q9UBT6; purified Pol kappa, fluorescent DNA synthesis assay, 10 min; AID 588579; Potency, µM (top dose mostly 107 µM), for inactives: at the top dose activity, negative = inhibition, most hits filed as inhibitors; 0.53% of 400,000 active; also: potency is read from the fitted curve at half-maximal effect; % is scaled to controls: 0 for no effect and ±100 for the full control effect
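Kinetic fluorescence readout at 0 and 10 min followed reaction start with substrate at 50 nM final. Beforehand, enzyme (10 nM Pol kappa) stood 15 min with compound at room temperature; buffer-only wells were negative controls.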
Pol beta inh = DNA polymerase beta (human) inhibition. Pol beta primer extension/strand displacement, fluorescence kinetic. Potency, µM (series often up to 114 µM), without a hit: at the highest dose activity change, negative = inhibition, actives largely listed as inhibitors. 1.3% of 340,000 active. AID 485314; also: potency is read from the fitted curve at half-maximal effect; % is scaled to controls: 0 for no effect and ±100 for the full control effect
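Homogeneous kinetic assay of primer extension and strand displacement by 10 nM Pol beta, preincubated 15 min at room temperature with compound before 50 nM substrate (final) was added. Read at 0 and 10 min; four-parameter Hill fit.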
Apoferritin bind = candidate novel general anesthetic via apoferritin binding. P02791. apoferritin/1-aminoanthracene competitive binding, fluorescence. Potency, µM (highest dose often 77.5 µM), without a hit: top-dose activity change, negative = displacement, hits mostly inhibitors. 0.074% of 350,000 active. AID 485281; also: potency is read from the fitted curve at half-maximal effect; % is scaled to controls: 0 for no effect and ±100 for the full control effect; nearly all actives have a fitted effect of over 20% in size
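Apoferritin-based anesthetic binding model; compound displacement of fluorescent 1-AMA measured as endpoint fluorescence after 10 minutes at room temperature, scaled to free-ligand and complex controls.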
APE1 inh = blocks human APE1 abasic DNA cleavage. 0.35% of 350,000 active. recombinant APE1, TAMRA/BHQ-2 abasic DNA cleavage fluorescence. P27695. Potency, µM (highest dose often 65.8 µM), for the others: at the top dose activity change, negative = inhibition, most hits filed as inhibitors;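 also: potency is read from the fitted curve at half-maximal effect; plate controls were vehicle for no effect and reference inhibitor for full effect; nearly all actives have a fitted effect of over 55% in size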
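Compound pre-exposure to 0.75 nM APE1, 15 min at ambient temperature. Reaction initiated with 50 nM TAMRA/BHQ-2 THF substrate, read immediately in kinetic mode, 525 nm excitation, 598 nm emission.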
ERG-DNA inh = ERG Ets/DNA interaction inhibition; P11308; Potency, µM (highest dose often 76.9 µM), for the others: top-dose FP activity, negative = inhibition, most hits filed as inhibitors; fluorescence polarization, His-ERG Ets domain / labelled DNA; 0.028% of 370,000 active; active = well fitted inhibition curve with a large enough effect in the polarisation, with a control signal flat; inconclusive = small, poorly fitted or top-dose-only effect, or effect the other way, or a change in a side signal; inactive = no such curve, though single readings can be large or run the other way; the % refers to the polarisation;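 also: polarization taken with two DNA probes labelled with fluorescein and Texas red; potency is read from the fitted curve at half-maximal effect; % of control where 0% means no effect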
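His-tagged ERG Ets domain (1 uM in the protein solution; 300mM KCl, 50mM Tris-HCl, 1mM EDTA, 1mM DTT, pH 7.5) received compound, then a probe mix of 5 nM fluorescein-DNA and 100nM Texas-615-DNA. Fluorescence polarization was read for both dyes.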
Pol iota inh = blocks human DNA polymerase iota activity | Q9UNA4 | Pol iota fluorescent replication assay, 10 min | Potency, µM (series often up to 115 µM), for the others: top-dose activity, negative = inhibition, usual class: inhibitors | 1% of 390,000 active; also: potency is read from the fitted curve at half-maximal effect
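Pol iota at 10 nM preincubated 15 min with compounds at room temperature; reaction started with fluorescent substrate, 50 nM final. Fluorescence read kinetically at 0 and 10 min; buffer-only wells as negative control.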
BLM inh = Bloom syndrome helicase (human) inhibition. recombinant BLM DNA unwinding, fluorescence dequenching. Potency, µM (highest dose often 56.1 µM), for inactives: at the highest dose activity change, negative = inhibition, most hits filed as inhibitors. 0.2% of 350,000 active;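 also: potency is read from the fitted curve at half-maximal effect; plate controls were vehicle for no effect and no enzyme for full effect; nearly all actives have a fitted effect of over 35% in size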
TRHR ag = activates the human TRH receptor; P34981; TRHR cells, calcium flux fluo-8, FDSS agonist mode; activation, % at 2 µM; 0.18% of 360,000 active; AID 493084; in the data active = activation above about 30%; also: 0% is about no effect
Target sequence (P34981 whole entry, looked up): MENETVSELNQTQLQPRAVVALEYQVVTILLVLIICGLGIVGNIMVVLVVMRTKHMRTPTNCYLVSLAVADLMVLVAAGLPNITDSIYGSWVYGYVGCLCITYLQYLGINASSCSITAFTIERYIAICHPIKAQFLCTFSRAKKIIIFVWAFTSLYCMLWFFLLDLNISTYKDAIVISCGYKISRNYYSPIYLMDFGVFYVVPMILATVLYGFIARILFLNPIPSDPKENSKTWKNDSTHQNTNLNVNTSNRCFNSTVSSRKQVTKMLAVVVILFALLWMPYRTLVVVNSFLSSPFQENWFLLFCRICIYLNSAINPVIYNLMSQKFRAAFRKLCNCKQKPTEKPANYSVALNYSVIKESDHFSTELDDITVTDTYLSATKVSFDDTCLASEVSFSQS
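Fluo-8-loaded TRHR cells; 10 s baseline, compound added, kinetic Ca2+ fluorescence read 1/s, agonist mode.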
ALOX12 inh = blocks human arachidonate 12S-lipoxygenase. purified 12hLO, xylenol orange hydroperoxide absorbance. 1.1% of 580,000 active. P18054. AID 1671190. Potency, µM (top dose mostly 108 µM), for the others: at the top dose activity change, negative = inhibition, actives largely listed as inhibitors; also: potency is read from the fitted curve at half-maximal effect; % is scaled to controls: 0 for no effect and ±100 for the full control effect
Target sequence (P18054 whole entry, looked up): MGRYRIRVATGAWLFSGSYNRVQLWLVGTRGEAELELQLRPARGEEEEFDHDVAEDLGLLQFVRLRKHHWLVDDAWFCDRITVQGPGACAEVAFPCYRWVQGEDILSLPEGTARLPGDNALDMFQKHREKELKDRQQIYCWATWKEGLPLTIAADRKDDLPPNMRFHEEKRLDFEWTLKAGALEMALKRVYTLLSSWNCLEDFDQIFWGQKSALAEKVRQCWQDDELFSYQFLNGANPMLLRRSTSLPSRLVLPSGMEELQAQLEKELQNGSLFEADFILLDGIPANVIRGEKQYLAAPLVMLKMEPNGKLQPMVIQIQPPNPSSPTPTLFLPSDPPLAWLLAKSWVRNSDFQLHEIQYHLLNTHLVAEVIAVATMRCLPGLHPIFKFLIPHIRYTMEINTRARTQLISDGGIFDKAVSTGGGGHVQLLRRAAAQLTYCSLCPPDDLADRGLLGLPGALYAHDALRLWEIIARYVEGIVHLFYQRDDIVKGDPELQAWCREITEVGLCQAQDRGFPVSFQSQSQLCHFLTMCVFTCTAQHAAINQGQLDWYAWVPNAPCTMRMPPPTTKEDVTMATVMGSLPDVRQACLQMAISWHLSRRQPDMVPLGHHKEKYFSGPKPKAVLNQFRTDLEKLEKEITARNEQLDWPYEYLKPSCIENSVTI
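Purified human 12hLO at 150 nM in 25 mM Hepes, 0.01% Triton X-100, pH 7.0, preincubated 15 min at room temperature with compound. Reaction started with 40 uM arachidonic acid, 30 min at room temperature. Hydroperoxide measured by Fe-xylenol orange, 573/405 nm absorbance ratio.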
Active calls of the source: *; u = inconclusive; x = not tested or not shown; & = joins results of further samples; [ ] = dose if it differs, or a comment. Unless noted, calls follow the shape of the dose curve; as a rule, active = well fitted curve in the direction sought with a large enough effect; inconclusive = small, poorly fitted or top-dose-only effect, or another doubt; inactive = no such curve, though single readings can be large; an effect the other way counts as inactive or inconclusive.

SMILES | Pol kappa inh | Pol beta inh | Apoferritin bind | APE1 inh | ERG-DNA inh | Pol iota inh | BLM inh | TRHR ag | ALOX12 inh
COc1ccc2occ(CC(=O)Nc3ccc(S(=O)(=O)Nc4nc(C)cc(C)n4)cc3)c2c1 | u | 28.2µM* | -16.1% | x | 0.9% | 79.4µM* | -8.3% | 0.5 | -17.1%
Cc1cccc(CCNC(=O)c2nnc(Cc3ccc(Cl)cc3)o2)c1 | -12.1% | -0.9% | -3.2% | -1.3% | -8.3% | 4.0% | 3.5% | -0.7 | 0.6%
CC(C)c1c(C(=O)N/N=C/c2ccc(Cl)cc2Cl)nnn1-c1nonc1N | -6.0% | -0.2% | -16.7% | -4.1% | 1.5% | -3.1% | -1.2% | 1.8 | -2.0%
N#Cc1ccccc1NS(=O)(=O)c1ccc(N2CCCCS2(=O)=O)cc1 | -1.0%[60.1 µM] | 8.4% | 34.9%[activator] | x | 10.1% | 6.4% | -1.8% | 0.0 | -20.6%
COc1ccc(-c2cc(C(=O)N3CCCCC3)c3ccccc3n2)cc1OC | -1.4% | -14.5% | -7.6% | -7.4% | 8.4% | u | -1.1% | -1.0 | u
COc1ccc(OC)c(NC(=O)Cn2ccn(-c3ccc(F)cc3)c(=O)c2=O)c1 | -17.4% | 0.4% | 12.1% | x | 1.5% | 23.6% | -7.6% | 0.7 | u
COc1cc(C2=NOC(C(=O)NC3CCCCC3)C2)cc(OC)c1OC (stereo not drawn) | 4.9% | 15.7% | -4.6% | 8.2% | 8.2% | 3.3% | -1.5% | 0.6 | -5.1%
COc1ccc(NC(=O)Nc2ccc3c(c2)CCC3)cc1 | 4.9% | u | -6.6% | 8.0% | 5.5% | 33.4%[activator] | -1.1% | 0.4 | x
CCCNc1ccc(-c2nc(-c3ccco3)no2)cc1[N+](=O)[O-] | -2.5% | 30.8% | -7.0% | x | -4.3% | 10.0% | -2.3% | -0.3 | u
CCCCCCCCOc1ccc(C2CC(=O)NC2=O)cc1 (stereo not drawn) | -3.3% | -6.2% | u | -4.6% | 11.1% | -25.3% | -11.5% | -0.5 | -4.6%
Cc1cc(C(=O)OCC(=O)NCc2ccco2)c(C)n1-c1ccc(F)cc1 | -6.2% | -0.6% | -14.4% | -0.5% | -3.9% | 5.0% | 0.5% | -0.3 | 36.4%[activator]
CCCCn1c(N)c(N(CC)C(=O)CSCC(=O)Nc2ccc(OC)cc2)c(=O)[nH]c1=O | -2.8% | x | x | 5.9% | x | 1.8% | x | 0.5 | 2.5%
CCN1CC(CN(C)Cc2cn(-c3cccc(C)c3)nc2-c2cccc(F)c2)CC1=O (stereo not drawn) | -2.5% | u | u | -7.0% | -5.3% | 19.9% | -9.1% | 0.6 | -13.7%
COCCC(=O)Nc1ccc2c(c1)CN(C(=O)CCSC)CC2 | 4.7% | 1.4% | -2.1% | 2.6% | -2.7% | 48.4%[activator] | -1.9% | 0.8 | -13.1%
Cc1ccc(-c2nnn(CC(=O)N3c4ccccc4CCc4ccccc43)n2)cc1 | 2.0% | 0.8% | -9.1% | 16.2% | x | 14.9% | -2.2% | 0.3 | 9.7%
COc1ccccc1CNC(=O)CCc1c(C)nc2c(c(C)nn2-c2ccc(C)c(C)c2)c1C | -2.2% | 34.8% | 1.3% | x | -2.0% | -7.0% | -2.2% | 0.9 | -6.9%
CN(CC(=O)Nc1ccc(F)cc1)C(=O)c1ccc(OCc2cn3ccccc3n2)cc1 | -23.4% | x | x | 0.5% | -1.9% | u | x | x | 13.4%
CCc1ccc(Cn2nnc(C(=O)Nc3ccc(C)cc3)c2N)cc1 | -2.5% | 5.5% | -2.9% | x | 9.8% | 2.1% | -1.3% | -0.4 | -17.0%
CCOC(=O)C1C(=O)C=C(Nc2ccccc2F)CC1c1ccccc1 (stereo not drawn) | -5.8% | 2.5% | -10.2% | -0.7% | -22.3% | 62.0%[activator] | -6.8% | -0.5 | -21.8%
Cc1cccc(-n2c(C)cc(/C=N/NC(=O)c3ccc(CN4CCOCC4)cc3)c2C)c1 | -3.3% | 0.6% | -9.0% | 8.4% | -7.0% | -13.0%[58.9 µM] | -0.4% | 0.6 | -10.5%
Cc1ccc(NC(=O)C2CCCN(S(=O)(=O)c3c(C)noc3C)C2)c(Br)c1 (stereo not drawn) | -2.6% | 1.7% | -2.4% | -6.4% | 5.6% | -15.5% | -1.0% | -0.5 | 21.3%
CCN(C(=O)COC(=O)CNC(=O)c1ccc(F)cc1)C1CCS(=O)(=O)C1 (stereo not drawn) | -4.9% | -7.3% | -1.0% | -2.0% | 8.1% | 103.7%[activator] | -2.0% | 0.8 | -5.2%
Cc1cccc(CNC(=O)C(=O)Nc2ccccc2C)c1 | -15.9% | -22.4% | -4.1% | x | -1.9% | -13.2% | -0.4% | -3.5 | -4.9%
COc1cc2c(cc1OC)C(C)N(C(=O)c1cc3ccccc3o1)CC2 (stereo not drawn) | -0.4% | 0.4% | -23.5% | -6.5% | 0.1% | -13.1%[58.9 µM] | -3.7% | -0.6 | 20.6%
CC(=O)N/C(N)=N/c1nc2cc([N+](=O)[O-])ccc2o1 | -9.7% | 2.3% | -11.6% | 0.1% | 23.6% | -3.0% | -0.6% | 0.5 | 186.4%[activator]
CC1(C)CC(=O)C2=C(C1)N(c1ccc(F)cc1)C(=O)CC2c1cccnc1 (stereo not drawn) | -38.8% | 0.2% | -4.7% | -4.9% | -2.2% | -19.5% | -1.1% | -0.1 | 7.2%[57.4 µM]
Cc1ccc2nc(NC(=O)CCn3c(=O)sc4ccccc43)sc2c1 | -5.8% | u | -4.9% | -2.9% | 4.2% | 20.1% | -1.0% | 0.3 | -1.7%
O=C(Nc1ccc2c(c1)OCO2)c1ccc([N+](=O)[O-])cc1[N+](=O)[O-] | -10.6% | -0.6% | -11.3% | 19.6% | -4.8% | 10.3% | -4.4% | 0.6 | -11.2%
Cc1[nH]c2ccccc2c1SCc1nnc(SCc2ccc(Cl)cc2)n1C | -8.8% | -17.0% | -10.9% | -8.6% | -2.4% | -8.6% | -13.5% | 0.3 | 0.0%
CCOC(=O)NS(=O)(=O)c1ccc(CCNC(=O)c2cc(C)on2)cc1 | 7.2% | 43.3% | 0.9% | 3.7% | -2.5% | -0.7% | 1.7% | 0.9 | 4.2%
COc1ccc(NC(=O)N(C)C[C@@H]2Oc3c(NC(=O)Nc4c(C)noc4C)cccc3C(=O)N([C@@H](C)CO)C[C@@H]2C)cc1 | 1.3% | x | x | -6.0% | -1.4% | 1.6% | x | x | -21.6%
O=C(NCC1CCCO1)c1ccc(Br)s1 (stereo not drawn) | -4.4% | 40.3% | -13.0% | -2.7% | 1.6% | 17.8% | 3.9% | 0.0 | 7.6%
CCOC(=O)N1CCC(NC(=O)c2cc(S(=O)(=O)N3CCCCC3)ccc2F)CC1 | 0.9% | 1.0% | -11.1% | -0.3% | 1.7% | 60.7%[activator] | -3.1% | 0.7 | 0.0%
COc1ccc(/C=C/C(=O)NCC(=O)N2CCC(N(C)CCN3CCOCC3)CC2)cc1OC | -4.3%[60.1 µM] | 18.6% | -4.7% | 4.9% | -11.6% | 4.7% | -0.9% | 0.4 | -16.1%
Cn1cc(C(=O)C(=O)N2CCCC2)c2ccccc21 | -3.6% | 12.1% | -6.8% | 2.4% | 2.8% | 175.4%[activator] | 3.9% | -0.3 | 5.0%&38.2%
CN(C)/C=N/c1ncc(C(=O)c2ccccc2)s1 | 0.5% | 0.6% | -3.3% | -3.2% | 4.6% | 1.7% | 0.8% | -0.1 | 6.7%
CCc1ccc(NC(=O)CCNC(=O)Cn2cnc3ccccc3c2=O)cc1 | -8.3%&7.0% | -5.2%&-1.3% | 0.8%&-13.1% | 20.8% | 3.2%&0.7% | 102.2%[activator] | -5.2%&-4.4% | -0.6&-1.2 | u
Cc1ccccc1C(=O)NNC(=S)Nc1cccc(C(F)(F)F)c1 | -0.4% | 2.8% | -6.0% | 8.2% | -10.0% | 87.6%[activator] | -2.9% | -0.3 | u
Cc1nnc(SCC(=O)NCC(=O)Nc2ccc(F)c(F)c2F)n1N | -8.4% | x | x | 4.1% | 2.9% | 37.5%[activator] | x | x | 16.1%
Cc1sc2nc(CN(C(=O)c3cccs3)C3CCCC3)[nH]c(=O)c2c1C | -7.1% | 14.5% | -22.4% | -2.9% | -10.1% | 3.3% | -5.3% | 3.4 | -11.0%
O=C1C=C(c2cccc3c2oc2ccccc23)CCC1 | -15.3% | x | x | x | 23.9% | -5.8% | x | x | -27.7%
COc1cc(C(=O)CC2(O)C(=O)N(Cc3ccccc3Cl)c3ccccc32)cc(OC)c1OC (stereo not drawn) | 3.3% | 1.0% | u | x | 2.2% | 26.7% | -11.0% | -0.7 | -7.4%
NC(=S)NN=C1CCSCC1 | -10.2% | x | x | x | -4.0% | -1.5% | x | x | -10.4%
Cc1ccc(S(=O)(=O)NN=C2CC3CCC2(C)C3(C)C)cc1 (stereo not drawn) | -14.8% | x | x | x | 5.0% | 40.8%[activator] | x | x | u
CN(C)c1cccc(C(=O)OCC(=O)Nc2ccccc2Cl)c1 | -7.8% | 1.6% | -5.5% | -5.5% | 2.4% | 32.8%[activator] | 4.1% | -0.8 | -1.8%

Only part of the results is shown, so the mix of outcomes need not match the whole.
